Source: PubChem
Granule exo inh – lytic granule exocytosis inhibition; TALL-104 LAMP-1 surface exposure, flow cytometry; cells stimulated with thapsigargin and PMA; inhibition, % at 10 µM; 360,000 compounds, 0.66% hits;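 active = inhibition above about 55%, limit read from the data; inconclusive = no clear call, values can overlap the other calls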
MC4R antag cAMP – human MC4R antagonism in cAMP assay. P32245. MC4R-expressing cells, MTII-stimulated cAMP, LANCE TR-FRET. inhibition, % at 6.5 µM. 360,000 compounds, 0.48% hits. AID 540295;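 active = inhibition above its plate's cutoff, the mean of tested wells on that plate plus 3 SD, cut at about 29% in these data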;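 also: 0% = Melanotan II alone and 100% = Melanotan II plus saturating MCL0020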
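system = U2OS cells with stable human MC4R expression | also added = Melanotan II challenge after compound preincubation | dosing = one concentration, 6.5 µM nominal | incubation = compound 30 min, challenge 1 h, detection 1 h | measured by = TR-FRET with Eu-cAMP and labeled anti-cAMP, 671 nm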
N-glyco inh – N-linked glycosylation inhibition; reporter increase, % at 12.5 µM; 360,000 compounds, 0.23% hits; AID 588692; D54 ERlucT glycosylation luciferase reporter, 24 h; percent of 100 nM tunicamycin response;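 active = mean luciferase reporter signal, scaled so untreated is 0 and the glycosylation-blocking control 100, at or above a set limit in every replicate; inconclusive = mean reaches the limit but not every replicate does; inactive = mean below the limit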;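 also: luciferase carries N-glycosylation sites so blocking glycosylation raises the light; 0% = median of neutral control wells and 100% = median of 100 nM tunicamycin wells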
ABHD5-PLIN5 inh – blocks binding of human ABHD5 to perilipin-5; Q00G26+Q8WTS1; Split G. princeps luciferase complementation, luminescence, 4 h; inhibition, % at 4 µM; 360,000 compounds, 0.78% hits; AID 602281;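 active = inhibition above the mean inhibition across every tested compound plus 3 SD, cut at about 22% in these data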;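 also: 0% = DMSO only wells and the 100% control is not disclosed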
NOD2 RIPK2 PPI – NOD2-RIPK2 protein interaction inhibition | CHO BLA complementation NOD2-RIPK2, CCF4 ratio | 360,000 compounds, 0.38% hits | AID 624267 | inhibition, % at 4.98 µM | O43353; in the data active = inhibition above about 21%;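 also: 0% = vehicle only and 100% = reference blocker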
Vif inh – HIV Vif inhibition; HEK293T cells, Vif self-association by quenched fluorescence, imaging, 24 h; inhibition, % at 7.49 µM; 340,000 compounds, 0.35% hits; AID 602346; in the data active = inhibition above about 50%, passing the limit was not always enough; inconclusive = no clear call, values can overlap the other calls; inactive = below about 31%; also: some results filed as inactive read as strong as hits
MC4R barr agon – activates human MC4R beta-arrestin recruitment. P32245. 360,000 compounds, 0.98% hits. activation, % at 8.9 µM. U2OS MC4R beta-arrestin complementation, luminescence; percent of melanotan II response, DMSO zero;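 active = activation above a per-plate cutoff, the mean activation of sample wells on that plate plus 3 SD, cut at about 8% in these data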
aDG glyco act – alpha-DG glycosylation activation; activation, % at 10 µM; Pro5-aDG cells, alpha-DG glycosylation AlphaScreen (IIH6); 0% Pro5, 100% B10-LARGE cell signal; 360,000 compounds, 0.22% hits;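 active = activation of at least 8% versus controls, or a plate z-score of at least 8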;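 also: Pro5 are CHO cells carrying HIG-tagged alpha-DG that lacks glycosylation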
TLR9-MyD88 inh – blocks human TLR9 binding to MyD88; Q9NR96+Q99836; CHO BLA complementation TLR9-MyD88, CCF4 FRET ratio; inhibition, % at 4.98 µM; 340,000 compounds, 0.21% hits;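 active = inhibition above the mean over all tested compounds plus 3 SD, cut at about 21% in these data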;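 also: 0% = DMSO only wells and 100% = clavulanate BLA inhibitor control wells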
ABCB6 inh MLPCN – blocks the human ABCB6 transporter | K562-ABCB6 porphyrin accumulation, flow cytometry, 1 h; stronger effect = lower value | fluorescence ratio to DMSO, % at 10 µM | Q9NP58 | 360,000 compounds, 0.19% hits;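 active = fluorescence ratio to DMSO below 75%, the collection mean minus 3 SD; inconclusive = too few cells collected in the well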;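 also: signal is porphyrin accumulated inside mitochondria; 100% equals median channel fluorescence of DMSO control wells; lower ratio means ABCB6 inhibition with less porphyrin fluorescence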
Target sequence (Q9NP58 whole entry, looked up): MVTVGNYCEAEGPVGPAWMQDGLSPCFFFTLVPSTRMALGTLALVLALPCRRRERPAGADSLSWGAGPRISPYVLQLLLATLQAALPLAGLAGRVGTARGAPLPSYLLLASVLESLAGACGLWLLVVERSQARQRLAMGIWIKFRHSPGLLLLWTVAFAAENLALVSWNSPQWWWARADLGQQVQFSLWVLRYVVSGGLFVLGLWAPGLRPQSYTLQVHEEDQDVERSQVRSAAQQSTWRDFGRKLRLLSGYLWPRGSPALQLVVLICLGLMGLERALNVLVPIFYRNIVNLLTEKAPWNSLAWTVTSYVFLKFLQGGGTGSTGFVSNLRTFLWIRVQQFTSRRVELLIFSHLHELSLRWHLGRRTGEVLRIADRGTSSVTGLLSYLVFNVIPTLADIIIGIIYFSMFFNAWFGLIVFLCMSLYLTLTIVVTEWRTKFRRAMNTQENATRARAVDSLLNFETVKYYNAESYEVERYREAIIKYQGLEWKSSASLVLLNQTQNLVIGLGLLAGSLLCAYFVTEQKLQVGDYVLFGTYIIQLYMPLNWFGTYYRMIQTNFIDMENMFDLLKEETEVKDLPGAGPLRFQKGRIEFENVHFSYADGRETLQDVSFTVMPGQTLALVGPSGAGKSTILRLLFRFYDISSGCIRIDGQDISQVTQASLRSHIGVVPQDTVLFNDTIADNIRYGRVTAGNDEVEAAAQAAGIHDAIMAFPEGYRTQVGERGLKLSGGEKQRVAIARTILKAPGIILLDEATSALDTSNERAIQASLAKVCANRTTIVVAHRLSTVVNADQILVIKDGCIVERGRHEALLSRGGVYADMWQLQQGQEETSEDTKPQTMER
Active calls of the source: *; ? = inconclusive; . = no result given. This is a subset; the hit share may differ from the screen's.

SMILES	Granule exo inh	MC4R antag cAMP	N-glyco inh	ABHD5-PLIN5 inh	NOD2 RIPK2 PPI	Vif inh	MC4R barr agon	aDG glyco act	TLR9-MyD88 inh	ABCB6 inh MLPCN
O=S1(=O)CC(O)C(Nc2ccccc2)C1 (stereo unspecified)	3.9	-7.8	-0.4	7.0	7.8	7.2	-0.9	-0.1	-3.7	101.0
Cc1ccccc1NC(=O)CCC(=O)N/N=C/c1ccncc1	-0.8	0.6	0.8	-3.2	-7.5	10.4	-0.2	0.0	-2.6	100.0
Cc1coc2c(C)c3oc(=O)c(CCC(=O)NCCCN4CCCC4=O)c(C)c3cc12	-3.9	3.2	-0.8	-0.2	4.6	-10.5	0.1	-0.1	-1.0	98.0
Cc1cc(C)c(S(=O)(=O)NN=C2c3ccccc3[C@H]3Cc4csc[n+]4[C@@H]23)c(C)c1	-6.7	.	.	-22.5	-8.8	.	.	0.3	.	101.0
COc1cc(/C=C/C(=O)OCC(=O)Nc2ccc3c(c2)OCCO3)ccc1O	0.7	-4.1	1.0	2.8	-8.0	?	-1.2	0.2	-6.0	99.0
CCN1C(=O)[C@H]2[C@@H](c3ccc(OC)cc3)N[C@]3(CCCN(CC4CCCCC4)C3=O)[C@H]2C1=O	-0.1	-0.9	-0.9	2.5	-4.5	-3.7	-0.5	-0.1	-8.0	97.0
CC(=O)Nc1ccc(OCC(O)CN2CCN(c3ccc(F)cc3)CC2)cc1 (stereo unspecified)	16.6	0.5	-1.0	8.5	1.4	17.2	1.0	0.0	5.9	100.0
O=C(NC1CCCC1)C1CCN(S(=O)(=O)c2cccc3cccnc23)CC1	2.0	-1.3	0.7	-5.2	-16.6	4.9	-1.8	0.0	-6.9	91.0
CCOC(=O)C1(CCOc2ccccc2)CCN(CC(O)CO)CC1 (stereo unspecified)	1.6	2.7	0.1	2.7	3.2	-2.0	0.1	-0.1	3.5	91.0
CCc1nc2ccc(C(=O)NCCCN3CCCC3=O)cn2c1N(CC)CCN(C)C	2.8	0.1	1.4	9.3	-10.2	1.3	-0.5	0.3	.	90.0
Cc1nc(C)c(-c2csc(Nc3ccc(O)cc3C)n2)s1	-1.1	-0.8	0.7	-8.3	-11.1	11.7	-0.4	-0.2	-8.0	102.0
COc1ccc(S[C@@H](CCN2CC[C@H](NC(=O)OCc3ccccc3)CCC2=O)c2ccccc2)cc1	-2.8	9.2	-4.2	4.5	5.8	-29.6	1.2	1.3	-5.8	96.0
Cc1cc(=O)n2nc(N3CCCC(C(=O)N4CCc5ccccc54)C3)sc2n1 (stereo unspecified)	-2.4	-1.0	6.0	6.8	-13.6	0.2	-0.1	0.4	-2.8	95.0
COc1cccc(C(=O)NC2CC(C)(C)NC(C)(C)C2)c1OC	-2.7	5.0	-0.8	-1.4	3.5	-8.6	-2.2	-0.1	-17.3	95.0
Nc1ncnc(Sc2ncccn2)c1[N+](=O)[O-]	2.6	15.9	6.2	13.7	1.2	2.2	-2.7	-0.2	-4.1	102.0
CC1CC(C)CN(C(=O)CCNC(=O)Cn2ccc3ccccc3c2=O)C1 (stereo unspecified)	-3.8	1.4	-0.1	3.2	2.0	-7.3	-1.0	-0.2	-2.5	100.0
CC(OC(=O)c1ccc(NC(=O)CC#N)cc1)C(=O)NC(=O)NC1CCCCC1 (stereo unspecified)	-3.3	-0.1	-0.8	5.8	-7.9	-2.7	0.9	-0.3	1.2	92.0
Cc1ccccc1Cn1ccc(NC(=O)c2onc(C)c2Cl)n1	2.5	5.7	-0.1	-5.5	-5.1	-6.5	0.8	0.0	1.5	94.0
CCOC(=O)C1=NN(c2ccccc2)C2(S1)SC(C(C)=O)=C(C)N2c1ccccc1 (stereo unspecified)	-1.0	5.4	0.1	-3.6	-1.8	0.1	0.6	-0.3	-6.8	89.0
COCCN1CCn2c(nc3cc(NC(C)=O)ccc32)C1	2.3	8.7	0.4	8.9	-6.0	-4.2	-0.3	0.1	6.8	96.0
O=C1CSC(c2ccccc2F)N1c1ccccc1 (stereo unspecified)	-1.0	13.7	-2.0	-0.2	-11.6	1.3	0.9	-0.2	8.8	94.0
Cc1cc(C)c(S(=O)(=O)NCc2ccncc2)c(C)c1	0.0	3.8	-3.4	0.3	-13.1	-15.9	-0.8	6.3*	-2.4	97.0
O=C(N/N=C/c1cc(Br)cs1)c1ccccc1[N+](=O)[O-]	-9.5	-0.2	3.6	-2.6	1.1	3.8	-2.0	0.1	-3.3	91.0
CCOc1ccc(-c2n[nH]c(C)c2Oc2ccccc2OC)c(O)c1	4.0	10.8	0.9	1.7	-5.6	-5.4	11.7*	-0.2	3.1	100.0
COC(=O)c1c(NC(=O)C(C)(C)C)sc2c1CCN(Cc1ccccc1)C2	1.2	-9.1	-3.8	2.7	-20.3	-4.8	11.4*	0.0	-8.5	97.0
CCC(C)[C@H](NC(=O)N1CC(=O)Nc2ccccc21)C(=O)N[C@@H](C(=O)O)c1ccccc1 (stereo partly specified)	1.4	-0.1	1.4	5.0	-10.1	0.5	0.7	-0.2	-11.4	95.0
O=C(Nc1cccc(Cl)c1Cl)C1CC(=O)N(c2ccc(Br)cc2)C1 (stereo unspecified)	-1.6	8.7	-3.6	-0.3	-6.6	2.6	7.1	0.3	-2.5	100.0
O=C(O)C1NCCc2ccccc21 (stereo unspecified)	-3.8	4.2	1.6	-2.1	-2.7	-1.1	0.7	0.0	-1.8	105.0
O=C(CC1C(=O)NCCN1Cc1ccc(F)cc1Cl)NC1CCCCCCC1 (stereo unspecified)	-5.6	8.0	0.4	-3.4	0.7	-1.7	-4.7	-0.5	2.1	93.0
c1ccc(Cn2nnc3c(NCC4CCCO4)nc(C4CC4)nc32)cc1 (stereo unspecified)	0.4	-0.8	-0.8	-0.3	0.0	-9.7	-1.5	-0.3	4.7	98.0
O=C(CC(C(=O)O)P(=O)(c1ccccc1)c1ccccc1)c1ccccc1 (stereo unspecified)	12.2	-2.8	0.0	0.3	1.5	24.0	-2.4	0.2	-5.9	97.0
COc1ccc(-n2c(SCC(=O)N3CCCCC3)nnc2-c2cccnc2)cc1	-8.2	4.8	1.7	-7.1	4.4	0.0	-1.1	0.2	-6.0	97.0
NC1=NC2(CCCCC2)N(c2ccc(F)cc2)C(N)=N1	-1.7	0.8	-2.1	3.5	-15.8	6.9	-0.3	0.1	-2.6	91.0
COc1ccccc1CNC(=O)CN1C(=O)COc2ccc(S(=O)(=O)N3CCCCC3)cc21	1.4	3.3	-1.5	-3.2	-2.9	-8.8	-2.7	0.3	-3.9	99.0
Cc1c(-c2ccc(/C=N/NC(=O)C(=O)Nc3ccccc3F)o2)cccc1[N+](=O)[O-]	-4.9	3.4	1.3	2.7	-0.7	-0.4	-0.3	0.3	.	94.0
COc1ccccc1N1C(=NC(=O)COc2ccccc2)SC2CS(=O)(=O)CC21 (stereo unspecified)	0.0	-1.2	-1.7	3.2	1.3	0.1	-1.2	-0.1	-8.9	97.0
Cc1ccc(C)c(NC(=O)c2cc(-c3cccnc3)nc3ccccc23)c1	7.4	-4.6	-0.5	-1.1	-8.6	0.2	-5.2	-0.3	7.2	98.0
O=c1c2ccccc2ncn1CCCCOc1ccccc1F	-6.8	3.3	1.9	4.4	3.8	7.0	-0.9	0.0	9.6	91.0
Cc1ccccc1Cc1c(C)nc2nc(SCC(=O)NCCCN3CCCCC3)nn2c1C	6.3	-2.4	-4.5	1.5	-5.0	3.0	2.1	-0.1	-2.0	87.0
C[C@H](CO)N1C[C@H](C)[C@@H](CN(C)C(=O)Nc2ccccc2F)Oc2cc(Br)ccc2S1(=O)=O	-2.5	20.8	0.7	-8.4	17.6	-19.8	-1.5	0.1	-5.4	108.0
Cc1nn(Cc2ccc(F)cc2)c(C)c1NC(=O)c1nn(C)cc1Cl	4.8	4.8	-0.9	-5.3	3.8	-3.9	-1.4	0.2	0.1	96.0
CCc1ccc(NC(=O)Cn2c(=O)n(CCC(=O)NC3CCN(Cc4ccccc4)CC3)c(=O)c3ccccc32)cc1	5.6	-1.8	37.7*	0.6	-7.1	17.9	1.0	0.1	9.5	95.0
CCN(CC)CCCNCC(=O)Nc1cc(C)on1	1.3	-0.4	0.6	2.6	-8.8	5.7	1.3	0.6	-7.8	95.0

Sorted by count of non-hydrogen atoms (falling): part of the list above
SMILES	Granule exo inh	MC4R antag cAMP	N-glyco inh	ABHD5-PLIN5 inh	NOD2 RIPK2 PPI	Vif inh	MC4R barr agon	aDG glyco act	TLR9-MyD88 inh	ABCB6 inh MLPCN
CCc1ccc(NC(=O)Cn2c(=O)n(CCC(=O)NC3CCN(Cc4ccccc4)CC3)c(=O)c3ccccc32)cc1	5.6	-1.8	37.7*	0.6	-7.1	17.9	1.0	0.1	9.5	95.0
Cc1ccccc1Cc1c(C)nc2nc(SCC(=O)NCCCN3CCCCC3)nn2c1C	6.3	-2.4	-4.5	1.5	-5.0	3.0	2.1	-0.1	-2.0	87.0
Cc1c(-c2ccc(/C=N/NC(=O)C(=O)Nc3ccccc3F)o2)cccc1[N+](=O)[O-]	-4.9	3.4	1.3	2.7	-0.7	-0.4	-0.3	0.3	.	94.0
COc1ccccc1N1C(=NC(=O)COc2ccccc2)SC2CS(=O)(=O)CC21 (stereo unspecified)	0.0	-1.2	-1.7	3.2	1.3	0.1	-1.2	-0.1	-8.9	97.0
Cc1ccc(C)c(NC(=O)c2cc(-c3cccnc3)nc3ccccc23)c1	7.4	-4.6	-0.5	-1.1	-8.6	0.2	-5.2	-0.3	7.2	98.0
c1ccc(Cn2nnc3c(NCC4CCCO4)nc(C4CC4)nc32)cc1 (stereo unspecified)	0.4	-0.8	-0.8	-0.3	0.0	-9.7	-1.5	-0.3	4.7	98.0
CCOc1ccc(-c2n[nH]c(C)c2Oc2ccccc2OC)c(O)c1	4.0	10.8	0.9	1.7	-5.6	-5.4	11.7*	-0.2	3.1	100.0
O=c1c2ccccc2ncn1CCCCOc1ccccc1F	-6.8	3.3	1.9	4.4	3.8	7.0	-0.9	0.0	9.6	91.0
O=C(N/N=C/c1cc(Br)cs1)c1ccccc1[N+](=O)[O-]	-9.5	-0.2	3.6	-2.6	1.1	3.8	-2.0	0.1	-3.3	91.0
CCN(CC)CCCNCC(=O)Nc1cc(C)on1	1.3	-0.4	0.6	2.6	-8.8	5.7	1.3	0.6	-7.8	95.0
O=C(O)C1NCCc2ccccc21 (stereo unspecified)	-3.8	4.2	1.6	-2.1	-2.7	-1.1	0.7	0.0	-1.8	105.0
